Screening results from PubChem BioAssay.
STK33 kinase inh – inhibitors of purified STK33 kinase, primary screen, biochemical, ADP-Glo luminescence, homogeneous, cell-free; Serine/threonine-protein kinase 33 (Homo sapiens), Q9BYT3; MBP phosphorylation; inhibition, % at 10 µM; 320,000 tested, 0.073% active; AID 2661, 2010;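 active means inhibition at or above 25%, using the most active replicate where run in duplicate; inactive means inhibition below 25%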
Target sequence (Q9BYT3 whole entry, looked up): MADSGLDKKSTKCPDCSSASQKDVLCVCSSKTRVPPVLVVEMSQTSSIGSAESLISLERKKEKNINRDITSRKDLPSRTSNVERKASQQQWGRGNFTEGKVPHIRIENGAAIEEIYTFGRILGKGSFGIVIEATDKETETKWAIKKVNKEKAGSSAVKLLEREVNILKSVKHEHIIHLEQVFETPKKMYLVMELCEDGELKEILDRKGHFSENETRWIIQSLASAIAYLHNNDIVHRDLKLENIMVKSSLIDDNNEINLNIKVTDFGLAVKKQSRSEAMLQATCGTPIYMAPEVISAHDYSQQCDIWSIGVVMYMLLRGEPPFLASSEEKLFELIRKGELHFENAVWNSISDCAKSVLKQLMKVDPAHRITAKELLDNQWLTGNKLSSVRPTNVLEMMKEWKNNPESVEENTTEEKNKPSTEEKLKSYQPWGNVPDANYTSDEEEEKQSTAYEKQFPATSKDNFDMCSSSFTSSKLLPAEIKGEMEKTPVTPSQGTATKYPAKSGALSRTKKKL
Kir21 inh – inhibitors of mouse Kir2.1 inward-rectifier potassium channel; Inward rectifier potassium channel 2 (Mus musculus), P35561; HEK293-Kir2.1, FluxOR thallium flux fluorescence; hits give low values; B-score at 10 µM; 310,000 tested, 0.85% active; AID 1672, 2009;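 active means fluorescence ratio B-score at or below minus 3 SD of library scores, with starting-brightness B-score within 2 SD, cut at about -4.2 in these data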;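 further: channel flux triggered by added potassium and thallium sulfate stimulus; B-score of peak minus minimum fluorescence over baseline after thallium stimulus; more negative B-score means stronger Kir2.1 block with less thallium influx; some compounds called inactive have numbers as strong as hits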
Target sequence (P35561 whole entry, looked up): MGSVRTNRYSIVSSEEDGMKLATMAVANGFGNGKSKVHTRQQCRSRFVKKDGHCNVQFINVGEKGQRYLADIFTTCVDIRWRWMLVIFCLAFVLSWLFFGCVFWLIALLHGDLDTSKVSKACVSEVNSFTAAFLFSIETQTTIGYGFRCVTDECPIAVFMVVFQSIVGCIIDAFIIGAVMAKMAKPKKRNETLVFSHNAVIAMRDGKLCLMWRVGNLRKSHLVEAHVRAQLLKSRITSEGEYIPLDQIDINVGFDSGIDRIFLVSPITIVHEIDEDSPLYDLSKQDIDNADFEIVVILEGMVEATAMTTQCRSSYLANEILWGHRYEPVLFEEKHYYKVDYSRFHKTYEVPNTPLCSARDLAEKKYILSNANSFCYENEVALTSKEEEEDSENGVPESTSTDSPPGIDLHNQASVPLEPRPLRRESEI
* = called active by the depositor; · = not tested or not shown.

STK33 kinase inh,Kir21 inh,structure
-0.5,1.2,CC1CCCCN1CCCNC(=O)C1CCN(c2nc3ccccc3o2)CC1 (stereo not drawn)
2.2,-0.23,CCOC(=O)c1ccccc1NC(=O)COc1ccccc1
1.3,0.25,O=C(O)[C@H](CO)Nc1ncnc2sc3c(c12)CCC3
1.8,-0.16,c1ccc2c(c1)OCC(c1csc3ncnc(N4CCCCC4)c13)O2 (stereo not drawn)
0.0,-0.67,O=C(NC1CCc2ccccc21)C1CCN(S(=O)(=O)c2ccc(Cl)cc2)CC1 (stereo not drawn)
0.6,-2.5,COc1cccc(-c2nc(CS(=O)(=O)CC(=O)Nc3cccc(C)c3C)c(C)o2)c1
-0.2,-0.67,CC(C)(CSc1ncccn1)NS(=O)(=O)c1ccccc1
0.8,-1.6,COCCNC(=O)CN1C(=O)NC2(CCOc3ccccc32)C1=O (stereo not drawn)
2.6,1.3,Cc1c(Cl)cnc(NC(=O)COC(=O)c2nn(C)c(=O)c3ccccc23)c1Cl
3.3,·,O=C(NCc1ccc(OC(F)(F)F)cc1)c1cccc2c1C(=O)c1ccc(N3CCCC3)cc1S2(=O)=O
-1.3,0.46,CN(C)S(=O)(=O)c1cccc(COC(=O)CN2C(=O)NC3(CCCC3)C2=O)c1
-0.5,0.9,CCCn1c2c(c(O)c(C(=O)Nc3ncccc3C)c1=O)CCCC2
0.7,-3.4,Cc1onc(-c2ccccc2)c1C(=O)n1cc(Br)cn1
-0.3,0.65,COc1cc(NS(=O)(=O)c2ccc(NC(=S)NC(=O)/C=C/c3ccc(OC)c(OC)c3)cc2)ncn1
-0.8,·,N/C(=N\OS(=O)(=O)c1ccccc1)c1cccnc1
-0.3,0.7,CC(C)C(=O)c1cn(CC(=O)N2CCCc3ccccc32)c2ccccc12
2.0,1.8,Cn1c(=O)n(C)c2cc(N3CCCC3)c(NC(=O)c3cccc(F)c3)cc21
1.5,2.3,COc1ccc(NC(=O)COc2ccc(/C=N/n3c(C)nnc3C)cc2OC)cc1
-0.8,-0.06,O=C(CSc1nnc(NC(=O)C2CC2)s1)Nc1ccccc1Cl
-0.1,-1.1,Cc1ccc(S[C@@H](CCN2CC[C@H](NC(=O)OCc3ccccc3)CCC2=O)c2ccccc2)cc1
3.4,-6.8*,OC(COc1ccc2cc(Br)ccc2c1)CN1CCCC1 (stereo not drawn)
1.9,1.8,CCOC(=O)c1cn(CC)c2cc(N3CCOCC3)c(F)cc2c1=O
-0.3,1.2,CCCCc1c(O)nc(SCC(=O)O)[nH]c1=O
·,-0.16,O=c1c2ccccc2[nH]c(=S)n1CC1CCCO1 (stereo not drawn)

In another format: results already given.
Each structure is followed by: STK33 kinase inh	Kir21 inh
CC(C)C(=O)c1cn(CC(=O)N2CCCc3ccccc32)c2ccccc12
    -0.3	0.7
Cn1c(=O)n(C)c2cc(N3CCCC3)c(NC(=O)c3cccc(F)c3)cc21
    2.0	1.8
COc1ccc(NC(=O)COc2ccc(/C=N/n3c(C)nnc3C)cc2OC)cc1
    1.5	2.3
O=C(CSc1nnc(NC(=O)C2CC2)s1)Nc1ccccc1Cl
    -0.8	-0.06

Next results.
STK33 kinase inh,Kir21 inh,structure
-2.4,0.9,O=C(Nc1ccc(F)cc1)c1ccccc1Oc1ccc(C(F)(F)F)cc1[N+](=O)[O-]
-1.0,-0.67,COc1ccc(N(Cc2cc3cc(C)ccc3[nH]c2=O)C(C)=O)cc1
-0.4,-0.41,O=C(Cc1n[nH]c(=O)c2ccccc12)Nc1cc(Cl)ccc1-n1cncn1
0.0,0.67,CCOCC(=O)Nc1ccc(C(=O)Nc2ccccc2Cl)cc1
-1.0,-0.34,O=C(Nc1ccncc1)c1cc(-c2ccccn2)nc2ccc(Br)cc12
-1.1,0.74,Cc1csc(=N)n1CC(=O)N1CCc2ccccc21
-1.6,1.1,CCCCCCC1CCC(C(=O)Nn2c(C)nc3ccccc3c2=O)CC1 (stereo not drawn)
-0.8,0.52,CCCOc1ccccc1-c1nc2c([nH]1)c(=O)[nH]c(=O)n2C
·,-1.7,Cn1c(C(=O)N2CCCC(C(=O)NCCCc3ccccc3)C2)cc2sccc21 (stereo not drawn)
0.8,0.54,Cc1ccc(N/C=C/C(=O)c2cccs2)cc1
-0.8,1.3,Cc1ccc(S(=O)(=O)N2CCN(C(=O)COc3ccc(-c4nnco4)cc3)CC2)cc1
-0.6,2.7,COc1cc(OC)c(-c2nc3ccccc3s2)cc1OC
·,-0.79,CCOc1ccc(-n2c(COc3ccccc3)nnc2SCC(N)=O)cc1
-1.8,-2.9,Cc1cc(OCCN2CCC(Cc3ccccc3)CC2)ccc1[N+](=O)[O-]
-0.3,-0.07,CC(C)NC(=O)CCNS(=O)(=O)c1ccc(Br)cc1
-0.2,-1.6,COc1ccc(CNC(=O)CSc2nnc(C(F)(F)F)n2C)cc1
-0.3,0.64,CN1CCCN(C(=O)c2ccccc2Cl)CC1
-0.7,1.1,Cc1cc(C(=O)OCC(=O)N2CC(=O)Nc3ccccc32)no1
-0.6,0.34,CN(C)S(=O)(=O)c1cccc(NC(=O)COc2nc3ccccc3nc2N2CCOCC2)c1
0.2,-1.1,COc1ccc(CO/N=C/c2c(C)[nH]c(=O)[nH]c2=O)cc1
0.1,1.1,COc1ccc(S(=O)(=O)n2nc(OCc3cccs3)cc2N)cc1
4.5,-0.13,O=C(c1cc2c(s1)CCCC2)N1CCN(C(=O)C2CCCO2)CC1 (stereo not drawn)
-0.3,1.8,Cc1cccc(NC(=O)CSc2nc3c(c(=O)[nH]2)CCC3)c1C
-1.0,-0.02,O=S(=O)(Nc1ccc(-c2cn3c(n2)SCC3)cc1)c1ccccc1F
0.4,-1.2,CC(C)(C)c1ccc(-n2ncc3c2CCCC3NC(=O)c2ccncc2)cc1 (stereo not drawn)
0.6,-0.49,C=CCn1c(SCc2csc(C)n2)nc2scc(-c3ccc(C)o3)c2c1=O
-0.5,-1.3,COc1cc(C(=O)CCN2CCC(c3ccccc3)C2)cc(OC)c1OC (stereo not drawn)
0.4,-1.2,CCOc1ccccc1C(C(=O)NCCOC)N(CCOC)C(=O)Cn1nnc2ccccc21 (stereo not drawn)
-1.1,1.4,CCn1cc(/C=C/C(=O)Nc2ccn(Cc3c(F)c(F)cc(F)c3F)n2)cn1
0.2,·,CCOc1ccc(OCCC(=O)N(CC)CC(=O)NCc2cccs2)cc1
0.6,-7.1*,NC(=O)C1=C[C@H](c2ccc(Br)cc2)C[C@H](OCc2ccc(CO)cc2)O1
0.5,-1.7,COc1ccc(N2CCCn3c2nc2c3c(=O)n(CCCc3ccccc3)c(=O)n2C)cc1
-0.3,·,CC1CCN(c2ccc3c(c2)S(=O)(=O)c2cccc(C(=O)O)c2C3=O)CC1
-0.5,2,CC1(C)CC(N2CCOCC2)=CC(=[N+]2CCOCC2)C1
-2.1,-1.4,Cc1ccc(N(CCCCN2C(=O)c3ccccc3C2=O)C(=O)c2cccc([N+](=O)[O-])c2)cc1
-2.4,-1.6,CCOC(=O)CC1C(=O)NCCN1S(=O)(=O)c1ccc(NC(C)=O)cc1 (stereo not drawn)
-0.9,-0.44,O=C(Cc1cccs1)N/N=C/C=C/c1ccccc1[N+](=O)[O-]
-2.0,0.25,CN(C)c1ccc(-c2nnc(-c3ccc(S(=O)(=O)C(F)F)cc3)o2)cc1
-1.3,-1.1,CCOc1ccccc1N1CCN(C(=O)Cc2ccc(S(=O)(=O)N3CCOCC3)s2)CC1
0.4,-0.92,CNC(=O)COc1ccc(-c2nn(C)c(=O)c3ccccc23)cc1
-1.9,-0.34,CCCNC(=O)CCNC(=O)c1ccc(C(C)(C)C)cc1
0.0,1.8,COc1ccc(NC(=O)Nc2cc(C)ccc2F)cc1OC
-2.1,1.1,CC(C(=O)Nc1ccc2c(c1)OCO2)N1CCN(C)CC1 (stereo not drawn)
0.3,·,Cc1cccc(NC(=O)COC(=O)c2n[nH]c3ccccc23)c1C
-2.1,0,COCc1nnc(NC(=O)c2ccc(S(=O)(=O)N(C)Cc3ccccc3)cc2)o1
-1.2,-0.59,COc1ccc(/C=N/NC(=O)C(=O)Nc2ccccn2)cc1OC
-2.3,0.23,O=C(CNC(=O)c1ccc(Cl)cc1)N/N=C/C=C/c1ccccc1
-0.8,1.2,C=CCSc1nnc(CNC(=O)c2ccccc2C)n1C(C)C
-1.2,-0.9,CC(C)(C)C(=O)Nc1nnc(SCC(=O)NC2CC2)s1
2.9,-1.4,Cc1csc(SCC(=O)NC(C)c2ccc(F)cc2)n1 (stereo not drawn)
-1.0,-1.9,CCCCCCC(=O)OCC(=O)c1ccc2c(c1)NC(=O)CO2
-0.9,0.62,Cc1cc(C)c(NS(=O)(=O)c2c(C(=O)N3CCOCC3)c(C)n(C)c2C)c(C)c1
-0.4,0.66,O=C(O)CCC(=O)NNc1ccccc1[N+](=O)[O-]
-1.5,-1.5,C=C(C)COc1ccc(-c2nc(N)ncc2-c2ccc(OC)c(OC)c2)c(O)c1
-0.6,-2.5,O=C(Oc1ccc(Br)cc1C(=O)/C=C/c1ccccc1F)c1ccco1
-0.5,-0.76,Cc1ccccc1-c1nc(CS(=O)CC(=O)NCCN2CCN(Cc3ccccc3)CC2)c(C)o1 (stereo not drawn)

(listing goes on)
STK33 kinase inh,Kir21 inh,structure
-0.2,1.4,CCOC(=O)C1=C(C)NC(=S)N(C(C)=O)C1c1ccc(OC)c(OC)c1 (stereo not drawn)
0.3,-0.04,O=C(NCc1cccnc1)/C(=C/c1ccc(Cl)cc1)NC(=O)c1ccccc1
-0.3,1.4,c1ccc(CCCc2nc(-c3ccccn3)no2)cc1
1.2,-0.56,CC(C)c1ccc(C2C3=C(CC(C)(C)CC3=O)NC3=C2C(=O)c2ccccc23)cc1 (stereo not drawn)
0.0,-2.4,Cc1cc2ncn(C(=O)N3CCCC3)c2cc1C
-0.1,1.4,COc1ccc(CNC(=O)C(c2ccco2)N(C(=O)c2snc(C(N)=O)c2N)c2cccc(OC)c2)cc1 (stereo not drawn)
-1.3,-0.23,O=[n+]1cc(-c2cccc3ccccc23)n([O-])c2c1CCC2
-0.7,0.42,C/C(=N\NS(=O)(=O)c1ccc(C)cc1)c1cccs1
-0.3,-1.2,Cc1ccc(NC(=O)C(C)SCc2nc3sc(C)c(C)c3c(=O)[nH]2)nc1 (stereo not drawn)
0.3,1.1,COc1ccc(S(=O)(=O)NC2CCCCC2)cc1F
-0.5,1.3,CC1CN(CC(=O)Nc2nc3ccccc3s2)CC(C)O1 (stereo not drawn)
-0.8,0.91,Cc1nc2ccccc2c2ncccc12
-0.4,0.68,COc1cc(NC(=O)C(Cc2ccccc2)n2cccc2)cc(OC)c1 (stereo not drawn)
0.0,-0.61,Cc1ccc(NC(=S)NC(=O)C2CCC2)cc1C
-0.3,-0.18,COc1ccc(S(=O)(=O)N2CC(C(=O)O)Oc3ccccc32)cc1 (stereo not drawn)
-1.3,0.4,NC(=O)CCn1cnc2ccccc21

With a hit mark in Kir21 inh, among the entries above:
STK33 kinase inh,Kir21 inh,structure
3.4,-6.8*,OC(COc1ccc2cc(Br)ccc2c1)CN1CCCC1 (stereo not drawn)
0.6,-7.1*,NC(=O)C1=C[C@H](c2ccc(Br)cc2)C[C@H](OCc2ccc(CO)cc2)O1

More entries follow.
STK33 kinase inh,Kir21 inh,structure
-1.2,2,CS(=O)(=O)Cc1ccc(C(=O)NC(c2ccccc2)c2ccccc2)cc1
-0.4,-0.19,Cc1cc(C(=O)N/N=C/c2sccc2C)no1
1.5,2.3,CCOC(=O)c1c(/N=C/c2cc([N+](=O)[O-])ccc2O)sc(C)c1C
·,0.07,NS(=O)(=O)c1cccc(NC(=O)CSc2nc3ccccc3c(=O)n2CCCN2CCOCC2)c1
0.4,0.3,S=C(Nc1ccc(Cl)cc1)N(CCCN1CCOCC1)Cc1ccco1
0.2,0.95,Cc1ccc(-c2nn3c(C)nnc3c3ccccc23)cc1S(=O)(=O)N(C)CCO
-3.6,0.14,Cc1ccc(NS(=O)(=O)c2cc(C(=O)Nc3cccc([N+](=O)[O-])c3)ccc2C)cc1
-1.5,0.09,O=C(CCc1nnc(Cc2c[nH]c3ccccc23)o1)NC(C1CC1)C1CC1

Two successive entries from above, for reference:
STK33 kinase inh,Kir21 inh,structure
-1.2,2,CS(=O)(=O)Cc1ccc(C(=O)NC(c2ccccc2)c2ccccc2)cc1
-0.4,-0.19,Cc1cc(C(=O)N/N=C/c2sccc2C)no1

Continued:
STK33 kinase inh,Kir21 inh,structure
·,-0.47,CCN(C(=O)CCc1nc(-c2ccccc2F)no1)c1cc(OC)ccc1OC
-0.4,-1.3,O=C(CCN1CCN(C/C=C/c2ccccc2)CC1)Nc1ccc(Cl)cc1
0.7,·,O=C(Nc1ccccn1)c1ccc2c(=O)n3c(nc2c1)CCCCC3
1.2,-0.58,O=C(CSc1nc(N2CCOCC2)nc(N2CCOCC2)n1)Nc1cccc(C(F)(F)F)c1
-2.0,-0.2,CSc1cccc(NC(=O)CSc2nc3ccccc3o2)c1
-2.4,-0.95,COC(=O)c1c(C)oc(C)c1S(=O)(=O)NCc1ccco1
-2.4,1.6,COc1ccc(-c2cn3cc(C)ccc3n2)cc1OC
-1.0,0.24,NNC(=O)c1sccc1OCc1cccc(C(F)(F)F)c1
-1.0,2.4,Cc1ccn2c(c1)nc(=S)n2C(=O)c1ccccc1
0.8,0.95,Cc1c(-c2ccccc2)c(=O)oc2cc(O)ccc12
-1.1,·,COc1cc(SC)ccc1C(=O)NNC(=O)C1COc2ccccc2O1 (stereo not drawn)
-2.7,1,Cc1ccc(N(C(=O)c2sc(C)nc2C)C(C(=O)NCc2ccco2)c2ccccc2)cc1 (stereo not drawn)
-0.6,-1.4,Cc1nc(-c2ccc(NS(=O)(=O)c3ccccc3)cc2)cs1
